Screening results as filed in PubChem.
DDE Tn6 FP inh: disrupts Tn6 cyclic peptide binding to fibrin D-Dimer-E complex; P02675; AID 720509; hit rate 0.21% among 370,000; Fibrin DD(E) TRITC-Tn6 fluorescence polarization displacement; inhibition, % at 8.3 µM;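 active = inhibition above a per-campaign cutoff: mean of compounds within control limits plus 3 SD, cut at about 15% in these data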;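 note: 0% = median of all compound wells on the plate and 100% = blocking peptide control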
Target sequence (P02675 whole entry, looked up): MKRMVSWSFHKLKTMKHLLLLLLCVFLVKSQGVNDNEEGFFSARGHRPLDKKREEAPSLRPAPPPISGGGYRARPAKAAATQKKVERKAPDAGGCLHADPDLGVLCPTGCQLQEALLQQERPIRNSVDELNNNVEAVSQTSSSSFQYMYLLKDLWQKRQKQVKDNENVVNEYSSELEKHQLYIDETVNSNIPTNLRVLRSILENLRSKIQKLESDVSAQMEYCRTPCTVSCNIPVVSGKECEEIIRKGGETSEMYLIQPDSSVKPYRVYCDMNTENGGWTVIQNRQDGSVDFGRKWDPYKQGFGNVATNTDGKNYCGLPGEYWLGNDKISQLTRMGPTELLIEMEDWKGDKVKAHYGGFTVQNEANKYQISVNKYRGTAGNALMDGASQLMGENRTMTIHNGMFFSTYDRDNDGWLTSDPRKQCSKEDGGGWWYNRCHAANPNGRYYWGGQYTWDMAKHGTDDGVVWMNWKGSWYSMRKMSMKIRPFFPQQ
SIAE inh: human SIAE inhibition, primary screen. Q9HAT2. SIAE FP-Rh probe binding, fluorescence polarization. inhibition, % at 9.66 µM. hit rate 0.69% among 370,000. AID 1053197;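 active = inhibition above a cutoff: mean of compounds within the control limits plus 3 SD of those, cut at about 17% in these data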;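 note: 0% = plate median of compound wells and 100% = probe without SIAE protein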
Target sequence (Q9HAT2 whole entry, looked up): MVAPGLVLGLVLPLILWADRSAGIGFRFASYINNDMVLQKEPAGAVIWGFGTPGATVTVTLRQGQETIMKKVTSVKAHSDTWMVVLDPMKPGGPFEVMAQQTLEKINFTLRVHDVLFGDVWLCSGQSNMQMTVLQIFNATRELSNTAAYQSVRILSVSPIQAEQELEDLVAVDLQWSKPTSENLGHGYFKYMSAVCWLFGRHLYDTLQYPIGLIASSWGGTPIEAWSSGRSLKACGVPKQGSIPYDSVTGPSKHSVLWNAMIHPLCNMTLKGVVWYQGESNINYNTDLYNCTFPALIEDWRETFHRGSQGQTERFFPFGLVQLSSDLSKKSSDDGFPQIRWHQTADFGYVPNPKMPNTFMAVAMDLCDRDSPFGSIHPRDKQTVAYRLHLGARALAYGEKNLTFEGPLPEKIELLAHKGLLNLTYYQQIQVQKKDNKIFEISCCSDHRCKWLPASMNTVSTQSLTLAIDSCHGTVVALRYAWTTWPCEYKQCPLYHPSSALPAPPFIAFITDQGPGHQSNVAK
ASAP1 inh: blocks human ASAP1-stimulated Arf1 GTP hydrolysis | GDP FP detection | inhibition, % at 16.5 µM | hit rate 0.19% among 360,000 | AID 624377; in the data active = inhibition above about 25%;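 note: 0% = vehicle with enzyme and substrate and 100% = no enzyme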
PLCb3 inh: inhibitors of human phospholipase C beta3 | Purified PLC-beta3, fluorogenic substrate, fluorescence | inhibition, % at 12.2 µM | hit rate 0.18% among 370,000 | AID 720704; in the data active = inhibition above about 11%;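 note: 0% = median of compound wells on plate and 100% = full blocker control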
ADAM10 inh: inhibits human ADAM10. O14672. recombinant ADAM10, EDANS/DABCYL FRET peptide cleavage, 3 h. inhibition, % at 7 µM. hit rate 0.62% among 370,000;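 active = inhibition above a per-campaign cutoff equal to the mean of compounds falling between control-based bounds plus 3 SD, cut at about 20% in these data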;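 note: 0% = DMSO wells while the 100% control is not disclosed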
ADAM17 inh: inhibits human ADAM17; P78536; recombinant ADAM17, EDANS/DABCYL FRET peptide cleavage; inhibition, % at 6.95 µM; hit rate 0.83% among 370,000; AID 720648;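 active = inhibition above the mean of compounds lying between control limits plus 3 SD, set per campaign, cut at about 8.5% in these data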;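 note: 0% = DMSO-only wells as the low control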
ARFGAP1 inh: inhibits rat ARF GTPase activating protein 1; Arfgap1-stimulated ARF1 GTP hydrolysis, GDP FP detection; inhibition, % at 16.5 µM; hit rate 0.26% among 360,000;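 active = inhibition above a per-plate limit, mean inhibition of low control wells plus 3 SD, cut at about 25% in these data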;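 note: 0% = DMSO wells with enzyme and 100% = wells lacking Arfgap1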
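System: truncated rat Arfgap1 GAP domain / Benchmarks: high control wells lacking Arfgap1, low control full reaction with DMSO / Times: compound-enzyme preincubation 20 min, reaction 120 min, detection 60 min, 25 °C / Repeats: one replicate per compound / Also added: human ARF1(Δ1-17)-GTP substrate / Measured by: Tracer-displacement fluorescence polarization with EDTA stop, 620/688 nm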
DDE Tn7 FP inh: disrupts Tn7 cyclic peptide binding to fibrin D-Dimer-E complex | hit rate 0.13% among 370,000 | P02675 | inhibition, % at 8.3 µM | FP displacement of FITC-Tn7 peptide from fibrin DD(E); 0% = median of compound wells per plate;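 active = inhibition above the mean of compounds falling within the control limits plus 3 SD of them, cut at about 14% in these data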;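 note: 0% = plate median of compound wells and 100% = 10 µM Aha-Tn7 peptide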
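system = human fibrin DD(E) protein | quantity = DD(E) 2 µM final | medium = Tris/NaCl/CaCl2 buffer, pH 7.8 | also added = labelled Tn7 tracer, 0.1 µM | compound dosing = single point at 8.3 µM | timing = compound with protein 10 min, then 3 h after probe, room temperature | signal = FP measurement | benchmarks = Aha-Tn7 high control | repeats = one replicate per compound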
TDP2 absorb: blocks human TDP2 phosphodiesterase activity | inhibition, % at 12.8 µM | recombinant TDP2, T5PNP hydrolysis, p-nitrophenol absorbance 415 nm | hit rate 0.34% among 370,000;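 active = inhibition above the mean of all tested compounds plus 3 SD, set per campaign, cut at about 25% in these data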;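 note: 0% = DMSO with enzyme and 100% = buffer with substrate but no TDP2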
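Material: recombinant human TDP2; quantity: TDP2 enzyme at 120 nM final; medium: Tris-HCl pH 7.5 with MgCl2; compound: single concentration, 12.8 µM nominal, with 1% DMSO; incubation: 2 h enzyme incubation at 37 °C; signal: epi absorbance; measure: percent inhibition; benchmarks: high control without enzyme, low control DMSO plus TDP2; repeats: singlicate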
PLC-gamma1 inh: PLC-gamma1 (human) inhibition, primary screen; P19174; inhibition, % at 12.2 µM; purified PLC-gamma1, fluorogenic substrate, fluorescence; hit rate 0.84% among 370,000; AID 720700; in the data active = inhibition above about 9.5%
The depositor's hits bear a star; i = inactive.

SMILES	DDE Tn6 FP inh	SIAE inh	ASAP1 inh	PLCb3 inh	ADAM10 inh	ADAM17 inh	ARFGAP1 inh	DDE Tn7 FP inh	TDP2 absorb	PLC-gamma1 inh
Cc1cc(O)cc(=O)n1CCc1ccccc1	-12.6	9.9	15.0	-2.2	2.5	-0.3	-11.7	-0.4	-7.5	2.9
COc1cccc(-c2nc(CN3CCN(C(=O)c4ccco4)CC3)c(C)o2)c1OC	-5.0	4.4	-1.8	-1.3	-5.8	-6.6	-2.3	2.5	10.6	-1.0
CCOCCCNC(=O)c1cc(Nc2ccc(OC)cc2OC)nc2ccccc12	2.1	3.2	-2.4	-9.7	-3.0	-2.8	8.8	5.4	5.6	-3.6
NC(N)=NC1=NC(=O)/C(=C/c2ccccc2-n2cccn2)S1	6.8	-14.1	-2.4	-22.0	-18.1	-6.2	8.4	-0.1	-10.7	-11.8
Cc1ccc(C(=O)CN(C(=O)c2ccc(Cl)c(Cl)c2)N2C(=O)C3CCCCC3C2=O)cc1 (stereo not drawn)	-1.6	0.2	0.3	2.0	-0.3	-0.6	-1.7	3.1	-2.6	3.5
Cc1cccc(/C=N/NC(=O)Cn2nccc2C)n1	3.4	-2.7	8.1	-4.8	-6.2	-4.1	0.7	5.0	1.6	-5.5
COc1ccc(Cl)c(-c2cc(C(=O)Nc3ccccc3)[nH]n2)c1	-11.6	-32.5	13.5	4.5	-2.1	5.3	24.7*	-0.7	-1.9	3.3
N=C1/C(=C\c2ccc(-c3cccc(C(=O)O)c3)o2)C(=O)N=C2SC=C(c3ccccc3)N12	-2.0	-24.2	3.8	-57.3	-69.6	-21.2	-16.0	-5.1	7.8	-27.4
CCn1cnc2c1c(=O)n(CC(=O)OC(C)C(N)=O)c(=O)n2Cc1ccccc1 (stereo not drawn)	2.6	-2.3	-14.7	-2.6	4.8	5.3	-12.5	1.6	-11.6	5.4
Cc1ccc[n+](CC(=O)Nc2cccc([N+](=O)[O-])c2)c1	3.6	-4.0	-1.3	2.7	-0.9	0.3	-8.2	11.5	1.0	0.9
O=C(COC(=O)Cc1ccc(S(=O)(=O)N2CCOCC2)s1)Nc1ccc2c(c1)OCO2	1.2	0.0	-8.1	-0.8	-0.2	-0.8	5.6	-5.6	4.7	3.0
COc1cccc(-c2cnc(C(O)c3cc(F)cc(Cl)c3)[nH]2)c1 (stereo not drawn)	-3.3	-2.4	-3.7	0.0	-3.4	-1.1	13.7	4.3	-6.1	3.4
COc1ccccc1NC(=O)Nc1ccc2c(c1)nc(C)n2C	-1.8	-13.0	9.0	-5.8	10.7	-4.2	1.6	2.5	2.1	1.6
O=C(NCc1ccccn1)c1ccc([N+](=O)[O-])cc1	9.1	1.1	11.1	2.3	-3.4	3.4	13.7	4.5	-8.4	3.2
O=C(Nc1ncccc1O)c1cccc(S(=O)(=O)N2CCCC2)c1	2.6	-7.1	6.6	0.6	7.9	4.2	3.9	-1.6	-17.2	2.1
O=C(CN1CCN(S(=O)(=O)c2ccccc2Cl)CC1)NCC1(N2CCOCC2)CCCCC1	-7.5	1.1	4.0	-8.9	-12.5	1.8	5.4	1.8	0.6	1.0
CCC1CN(C(=O)N2CCC(C(=O)NCc3cc(OC)c(OC)c(OC)c3)CC2)c2ccccc2O1 (stereo not drawn)	7.1	1.6	13.4	-11.1	1.7	-5.3	6.7	2.3	-7.8	1.5
CN(C)C(=O)COC(=O)c1cccc(CN2C(=O)c3ccccc3C2=O)c1	-5.1	-4.7	-0.3	1.1	7.4	2.2	12.3	-12.8	-9.0	1.7
O=C(O)CCC(=O)c1ccc2c(c1)OCCCO2	4.0	4.0	2.0	-1.1	-4.2	-3.4	-7.7	6.0	-3.5	-1.9
Cc1nc2ccccc2c2oc(C(=O)NCC3CCCO3)cc12 (stereo not drawn)	-2.8	-4.6	-4.2	-1.9	-11.9	0.0	-0.3	-1.8	-2.3	-0.4
O=C(O)CSC1=NC(=Nc2cccc(Cl)c2)C2(CCCCC2)N1c1ccccc1	0.3	-0.6	-3.7	-0.1	-5.4	-0.7	0.1	6.8	-3.6	-0.5
COc1cccc(OC)c1C(=O)NNC(=O)c1cccnc1	-3.2	-3.9	-5.8	-9.3	6.4	-1.9	7.7	1.4	-12.9	1.1
COc1ccccc1-c1coc2c(CN3CCN(C)CC3)c(O)ccc2c1=O	3.0	2.5	3.1	i	i	i	6.1	-2.5	-9.8	i
O=C(NCc1ccc2c(c1)OCO2)c1c(-c2ccccc2)sc2ccccc12	5.5	4.2	9.5	-1.2	0.4	-3.8	-5.2	6.7	-4.4	-1.4
O=C(NCc1cccs1)C1CCCN(S(=O)(=O)c2cccs2)C1 (stereo not drawn)	11.6	11.5	-14.7	1.7	0.3	0.2	0.3	0.0	9.6	0.6

Structures listed so far shown as hits in ARFGAP1 inh:
SMILES	DDE Tn6 FP inh	SIAE inh	ASAP1 inh	PLCb3 inh	ADAM10 inh	ADAM17 inh	ARFGAP1 inh	DDE Tn7 FP inh	TDP2 absorb	PLC-gamma1 inh
COc1ccc(Cl)c(-c2cc(C(=O)Nc3ccccc3)[nH]n2)c1	-11.6	-32.5	13.5	4.5	-2.1	5.3	24.7*	-0.7	-1.9	3.3

(listing goes on)
SMILES	DDE Tn6 FP inh	SIAE inh	ASAP1 inh	PLCb3 inh	ADAM10 inh	ADAM17 inh	ARFGAP1 inh	DDE Tn7 FP inh	TDP2 absorb	PLC-gamma1 inh
O=C(Nc1ccc(F)cc1)c1cccnc1Oc1ccccc1	-4.3	7.3	0.1	-1.4	3.4	2.5	4.1	-8.1	-16.8	1.7
N#Cc1ccccc1NC(=O)c1ccc2c(Cl)c3c(nc2c1)CCCC3	-3.2	-0.3	4.3	2.8	2.1	2.2	11.7	1.6	9.1	3.2
COc1cccc2sc(NC(=O)c3ccc(Br)s3)nc12	12.2	-25.6	1.1	-16.0	-4.0	-4.7	-2.2	-1.7	-4.0	-12.8
COc1ccc(C2NC(c3ccc(OC)cc3)C(C)C(=O)C2C)cc1 (stereo not drawn)	6.5	8.7	6.4	-3.9	-1.0	-1.6	8.3	-2.8	7.7	0.6
Cc1ccccc1NC(=O)NC(C)(C)CC(C)(C)C	3.0	-2.6	-7.9	-9.1	-5.0	-9.1	-0.6	1.3	-2.9	1.4
Cc1ccccc1C(=O)Nc1nnc(S(=O)(=O)N(C)Cc2ccco2)s1	-2.6	0.8	11.4	-33.0	4.7	1.4	-7.5	0.1	4.4	-21.5
Cc1oc(-c2cccc(Cl)c2)[n+]([O-])c1C	0.9	-12.2	0.5	8.0	4.4	4.7	8.7	1.5	-24.5	7.3
CCn1nnnc1SCC(=O)N1c2ccccc2NC(=O)CC1C (stereo not drawn)	5.1	6.1	-5.2	2.8	4.1	0.2	-3.4	12.6	4.8	5.0
COc1ccc([N+](=O)[O-])cc1N(CC(O)CN1C(=O)NC(C)(C)C1=O)S(=O)(=O)c1ccc(C)cc1 (stereo not drawn)	10.3	-4.2	8.0	3.5	-3.6	0.6	9.3	-0.3	0.8	0.1
CCNC(=S)N(Cc1cc2c(C)ccc(C)c2[nH]c1=O)C1CCCC1	7.2	0.7	4.7	-3.2	-10.7	-2.3	4.6	8.1	-11.0	1.2
CC(OC(=O)c1cc(=O)[nH]c2ccccc12)c1ccccc1 (stereo not drawn)	-7.1	4.6	-2.7	-35.5	-33.2	-14.6	-6.8	-4.4	-12.9	-25.7
O=C(CN1C(=O)CSc2ccc(S(=O)(=O)N3CCOCC3)cc21)NCCCN1CCc2ccccc2C1	-1.1	5.6	-1.6	3.1	4.4	1.8	-1.1	-1.1	9.1	4.7
COc1ccc(S(=O)(=O)N2CCOCC2)cc1NC(=O)CSc1ncccn1	12.6	1.6	14.9	4.2	-4.6	-2.0	-3.9	-4.0	3.3	0.2
CCCC(=O)n1nc(NCc2ccc(OC)cc2)nc1NCc1ccc(OC)cc1	4.2	4.4	-6.0	-2.1	21.3*	5.0	5.3	-2.5	-10.0	1.6
CCN(CC)C(=O)Cn1cc(SCC(=O)Nc2cc(C)on2)c2ccccc21	3.5	3.0	2.7	-4.8	-13.6	-4.2	-0.6	1.3	1.5	1.0
Cc1cc(C)nc(SCc2nc(N)nc(-c3ccccc3O)n2)n1	-1.5	-4.5	-5.5	-5.2	-0.8	4.0	2.0	3.6	-10.1	0.5
CN(C)C(CNc1ccc(S(C)(=O)=O)cc1[N+](=O)[O-])Cc1ccccc1 (stereo not drawn)	4.6	0.9	4.4	-10.1	4.8	-3.7	-3.9	3.0	-5.9	-0.2
Cc1sc(-n2c(C)ccc2C)c(C#N)c1C	6.0	10.7	-1.8	-2.7	-3.6	-1.5	-0.6	1.9	3.2	-1.9
Cc1cc(C(=O)COc2ccc(-c3nnco3)cc2)c(C)n1Cc1ccccc1	-2.8	2.1	4.7	-5.6	4.9	3.3	5.0	-9.2	-4.5	-3.2
CC1CCc2sc(C(=O)NN=C3CCC(c4ccccc4)CC3)cc2C1 (stereo not drawn)	0.9	7.2	-19.5	-9.1	1.1	-5.4	4.1	3.2	-2.3	-8.7
COC(=O)c1cc(C(=O)OCC(=O)NC2CCCCCCC2)cc([N+](=O)[O-])c1	16.6*	-2.3	2.5	-2.3	-8.8	-2.2	-3.1	3.6	-11.9	-0.1
Cc1ccc(S(=O)(=O)N2CCN(C(=O)COC(=O)CCOc3ccccc3C)CC2)c(C)c1	5.9	11.4	-10.4	-7.7	2.6	2.2	-3.3	-6.7	8.0	-2.5
OCCC1CN(Cc2cccn2-c2cccnc2)CCN1C1CCCCC1 (stereo not drawn)	6.2	-5.2	-7.5	-1.4	-0.7	0.4	-4.7	8.5	-11.6	-1.2
Cn1c(C(=O)O)c(CC(=O)Nc2ccc3c(c2)OCCO3)c2ccccc21	5.4	1.7	14.8	-4.2	-9.0	-4.0	9.1	1.2	10.8	-2.5
Cc1ccc(NC(=O)c2ccc(OCc3c(C)noc3C)cc2)c(C)c1	-3.0	-2.2	-13.0	-15.4	5.3	0.0	3.5	-3.3	-4.4	6.0
COc1ccc(NC(=S)Nc2ccc(F)cc2)c(OC)c1	3.0	5.4	-7.5	1.1	-3.0	-2.6	-7.4	-2.4	9.9	-0.1

Results in DDE Tn7 FP inh (three entries from above):
molecule | DDE Tn7 FP inh
CC1CCc2sc(C(=O)NN=C3CCC(c4ccccc4)CC3)cc2C1 (stereo not drawn) | 3.2
COC(=O)c1cc(C(=O)OCC(=O)NC2CCCCCCC2)cc([N+](=O)[O-])c1 | 3.6
Cc1ccc(S(=O)(=O)N2CCN(C(=O)COC(=O)CCOc3ccccc3C)CC2)c(C)c1 | -6.7
